Screening results from PubChem.
TEAD-YAP inh – TEAD-YAP interaction inhibition; HEK-TIYL cells, TEAD-Gal4/YAP UAS-luciferase luminescence; inhibition, % at 9.12 µM; 640,000 tested, 1.4% active; in the data active = inhibition above about 32%;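 note: 0% = median of test compound wells and 100% = reference inhibitor wells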
FBW7 activator – human FBW7 E3 ligase activation, primary screen | Q969H0 | AlphaScreen FBW7–phospho-cyclin E peptide binding, activator screen | normalized activity (activation), % at 26.1 µM | 650,000 tested, 0.13% active | AID 1259310; in the data active = normalized activity above about 1.9%;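 note: purified mutant Fbw7 with reduced substrate affinity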
Target sequence (Q969H0 whole entry, looked up): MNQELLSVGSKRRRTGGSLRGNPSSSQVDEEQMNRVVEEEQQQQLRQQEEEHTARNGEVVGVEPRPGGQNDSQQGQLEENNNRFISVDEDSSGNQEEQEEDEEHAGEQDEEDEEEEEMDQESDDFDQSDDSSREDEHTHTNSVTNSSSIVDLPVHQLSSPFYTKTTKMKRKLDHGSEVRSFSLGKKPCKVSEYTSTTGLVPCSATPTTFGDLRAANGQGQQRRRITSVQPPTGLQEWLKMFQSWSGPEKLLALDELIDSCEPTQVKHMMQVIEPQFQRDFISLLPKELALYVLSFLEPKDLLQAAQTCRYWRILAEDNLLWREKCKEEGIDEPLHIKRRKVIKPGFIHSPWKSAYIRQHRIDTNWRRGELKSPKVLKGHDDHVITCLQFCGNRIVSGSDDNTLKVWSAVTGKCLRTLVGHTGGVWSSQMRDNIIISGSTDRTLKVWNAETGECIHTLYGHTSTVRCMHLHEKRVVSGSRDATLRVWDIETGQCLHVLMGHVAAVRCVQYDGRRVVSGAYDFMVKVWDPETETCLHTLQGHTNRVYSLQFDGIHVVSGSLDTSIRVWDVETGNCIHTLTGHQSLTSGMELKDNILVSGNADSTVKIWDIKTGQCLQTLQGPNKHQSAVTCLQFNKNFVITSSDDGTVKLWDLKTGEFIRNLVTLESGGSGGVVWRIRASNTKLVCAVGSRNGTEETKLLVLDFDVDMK
GPR151 ag – activates the human receptor GPR151 | PathHunter beta-arrestin GPR151 cells, luminescence | Q8TDV0 | activation, % at 11.2 µM | 650,000 tested, 1% active; in the data active = activation above about 4.9%;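 note: 0% = median of compound wells and 100% = cells with positive control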
MITF primary – human MITF inhibition, primary screen; O75030; AlphaScreen MITF homodimerization, bead proximity signal; inhibition, % at 2.6 µM; 650,000 tested, 0.91% active; AID 1259374; in the data active = inhibition above about 50%;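 note: 0% = vehicle wells with protein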
An asterisk follows results filed as active; & = joins results of further samples.

SMILES	TEAD-YAP inh	FBW7 activator	GPR151 ag	MITF primary
CCOC(=O)C(C(=O)OCC)C(NC(=O)OC)C(Cl)(Cl)Cl (centres undefined)	-8	-0.2	-0.3	0
CCOC(=O)c1csc(CCNC(=O)c2ccc(-n3cc(NC(C)=O)cn3)cc2)n1	10	0.0	-1.4	10
CC(=O)NC1CCN(CC(=O)Nc2ccc(C)cc2)CC1	5	-0.1	1.7	0
O=C(c1cc(S(=O)(=O)N2CCOCC2)ccc1F)N1CCCCC1	2	-0.1	1.1	1
O=C(N/N=C/c1cccc(I)c1)c1cc(Br)ccc1O	-31	0.4	2.2	0
O=C(Cc1nnc(NC(=O)Nc2cccc(Cl)c2)s1)Nc1ccccc1	0	-0.1	-1.2	-10
CCOc1cc(-c2nc3c(=O)n(C)c(=O)nc-3n(C)n2)ccc1OC(C)C	95*	-0.3	-3.1	21
COC(=O)/C(=C/c1ccc(OC(F)F)cc1)NC(=O)c1ccccc1F	-2	-0.1	0.4	4
COc1ccc(-c2cc(C(F)(F)F)n3nc(C(=O)N4CCN(Cc5ccccc5)CC4)cc3n2)cc1OC	-2	0.5	0.9	3
CN(CC1COCCO1)C(=O)CC1(c2ccccc2F)CC(=O)N(C2CCCCC2)C1=O (centres undefined)	-39	0.0	-1.1	-11
Fc1cccc(/C=N/Nc2cc(N3CCOCC3)ncn2)c1	-72	0.1	-1.0	10
COc1cc([N+](=O)[O-])ccc1NC(=O)N1CCN(c2ccc(Cl)c(Cl)c2)CC1	5	0.0	2.4	19
O=C(NC1CC1)c1ccc(CN(c2ccccc2)S(=O)(=O)c2ccccc2)cc1	10	0.1	1.1	14
c1ccc2nn(C34CC5CC(CC(C5)C3)C4)nc2c1	-5	-0.1	-0.9	-7
COc1cc2c(cc1OC)C(C(=O)Nc1ccc(F)cc1)C1c3ccccc3CCN1C2=O (centres undefined)	-3	0.3	-0.8	3
Cc1nn(CC(=O)NC(C)C2CC3CCC2C3)c(C)c1[N+](=O)[O-] (centres undefined)	-6	-0.1	0.1	-2
CN(C)/N=C/C=C1\CC/C(=C\c2ccc(F)cc2)C1=O	6	-0.2	0.6	5
Cc1ccc(C(=O)c2oc3ccc4c(C)cc(=O)oc4c3c2-c2ccccc2)cc1	62*	-0.1	-1.5	-5
Cc1ccc(S(=O)(=O)N(C)CC(=O)Nc2ncn[nH]2)cc1	7	0.0	-0.4	12
Nc1ccc(Cl)c(S(=O)(=O)N2CCOCC2)c1	2	0.3	2.0	4
CN(C)CCNC(=O)C(=O)NCC(c1ccco1)S(=O)(=O)c1ccc(F)cc1 (centres undefined)	13	0.6	1.0	15
O=C(Nc1cccc([N+](=O)[O-])c1)c1cc(F)c(F)cc1Cl	-5	-0.4	-0.2	-2
CCOc1ccc(CN2CCN(Cc3cccc(F)c3F)CC2CCO)cc1 (centres undefined)	4	-0.1	-1.2	-13
COc1ccc(Nc2nc(-c3ccccc3)c(C)s2)c(OC)c1	-21	0.1	0.2	-9

Look-ups from above.
Value for CN(C)/N=C/C=C1\CC/C(=C\c2ccc(F)cc2)C1=O under MITF primary: 5
Value for COc1ccc(Nc2nc(-c3ccccc3)c(C)s2)c(OC)c1 under TEAD-YAP inh: -21
Value for Cc1nn(CC(=O)NC(C)C2CC3CCC2C3)c(C)c1[N+](=O)[O-] (centres undefined) under GPR151 ag: 0.1
Value for O=C(N/N=C/c1cccc(I)c1)c1cc(Br)ccc1O under FBW7 activator: 0.4

More entries follow:
SMILES	TEAD-YAP inh	FBW7 activator	GPR151 ag	MITF primary
Fc1ccc(-c2[nH]ncc2-c2ncccn2)cc1	-1	0.1	0.1	8
CCCCCNC(=O)Cn1cnc2c1c(=O)n(C)c(=O)n2C	-4	0.0	0.4	-7
O=C(NCc1cccs1)c1ccccc1Br	-1	0.0	0.4	-4
CN(C)C(=S)Nc1ccc([N+](=O)[O-])cc1	7	0.0	1.9	-11
Cc1cccc(C(=O)NN2S(=O)(=O)c3ccccc3S2(=O)=O)c1	0	0.0	-0.5	0
COC(CN1C(=O)C(=O)/C(=C(/O)c2ccccc2)C1c1cccs1)OC (centres undefined)	2	0.6	1.3	16
CCOc1ccc(C(=O)N(Cc2ccco2)C2CCS(=O)(=O)C2)cc1 (centres undefined)	0	0.4	-0.2	-15
O=C(Nc1ccc(F)cc1)C(=O)N(C1CCCC1)C(C(=O)NC1CCCC1)c1ccco1 (centres undefined)	-5	0.2	-1.1	12
COC(=O)c1c(NC(=O)c2ccc(S(=O)(=O)N3CCCC3)cc2)sc2c1CC(C)(C)NC2(C)C	5	0.0	1.2	-10
CC/C(=N\N=C1/NC(=O)C(CC(=O)O)S1)c1ccc(C)cc1 (centres undefined)	6	0.0	-1.1	8
CCN(Cc1cnn(C)c1)c1nc2nonc2nc1N1CCOCC1	-3	0.0	2.6	-6
CCOC(=O)c1sc(NC(=O)c2cccc(Cl)c2)c(C(=O)OCC)c1C	-2	0.1	0.6	2
CCCC(C1=C(O)CC(C)(C)CC1=O)C1C(=O)CC(C)(C)CC1=O (centres undefined)	-2	0.2	0.3	-2
COc1ccccc1-c1csc(NC(=O)c2ccc(S(=O)(=O)N(C)C)cc2)n1	11	-0.1	2.4	3
Cc1cc(/C=C2/C(=O)NC(=O)N(Cc3ccco3)C2=O)c(C)n1C1CCCCC1	-13	-0.1	-1.7	12
Cc1cc(C)c(S(=O)(=O)N2CCN(C(=O)Cc3ccccc3)CC2)c(C)c1	-1	0.0	-0.2	-2
CCOC(=O)c1c(NC(=O)C(C)Sc2nnc(CNC(=O)c3ccc(OC)cc3)n2C)sc2c1CCC2 (centres undefined)	5	0.6	-2.1	-7
CCOc1ccc(C(=O)Nc2cc3nn(-c4ccc(C)cc4)nc3cc2C)cc1Br	4	0.0	1.2	-7
Cc1[nH]c2ccccc2c1C1(O)C(=O)N(C)c2ccccc21 (centres undefined)	-2	-0.1	0.5	-1
COc1ccc(C(C#N)N2N=C(c3ccccc3)CC2c2ccccc2)cc1OC (centres undefined)	-32	0.0	-1.4	12
COc1ccccc1C1(CNC(=O)c2ccco2)CCOCC1	-16	0.2	-0.3	0
COc1ccccc1CN(C)C1CCCCC1	-5	0.1	0.7	14
COc1ccc(-n2nc(C(=O)Nc3cccc(C(F)(F)F)c3)c3ccccc3c2=O)c(OC)c1	0	-0.1	0.6	11
Cc1nnc(N/N=C/c2ccccc2[N+](=O)[O-])[nH]c1=O	2	-0.3	-0.5	-8
Cn1c(=O)n(Cc2ccccc2F)c(=O)c2c1nc1n2CCCN1c1ccc(F)cc1	3	-0.1	1.1	-3
COC(=O)c1cccc(SCCS(=O)(=O)c2ccc(C)cc2)c1	6	1.6	-0.3	-4
COC(=O)c1sc2nc(C)n(-n3cccc3)c(=O)c2c1C	8	0.0	1.2	-5
O=C(c1ccc(S(=O)(=O)c2cccc(Cl)c2)c([N+](=O)[O-])c1)N1CCc2ccccc2C1	7	-0.2	0.8	-1
CCN1CCC(N(Cc2ccc(F)cc2)C(=O)Nc2cc(F)ccc2F)CC1	-1	0.0	5.1*	-5
COc1ccc(NC(=O)c2nnn(-c3cc(C)cc(C)c3)c2C)cc1	2	-0.2	1.1	-20
Cc1cc(C(=O)COC(=O)c2ccccc2)c(C)n1-c1ccc2c(c1)OCO2	6	0.1	-1.1	14
O=C1CSC2(C(=O)Nc3ccccc32)N1c1cccc(F)c1 (centres undefined)	-1	-0.1	0.0	0

Entries listed so far with an NH in an aromatic ring, in the order listed:
SMILES	TEAD-YAP inh	FBW7 activator	GPR151 ag	MITF primary
Cc1ccc(S(=O)(=O)N(C)CC(=O)Nc2ncn[nH]2)cc1	7	0.0	-0.4	12
Fc1ccc(-c2[nH]ncc2-c2ncccn2)cc1	-1	0.1	0.1	8
Cc1[nH]c2ccccc2c1C1(O)C(=O)N(C)c2ccccc21 (centres undefined)	-2	-0.1	0.5	-1
Cc1nnc(N/N=C/c2ccccc2[N+](=O)[O-])[nH]c1=O	2	-0.3	-0.5	-8

(cont.)
SMILES	TEAD-YAP inh	FBW7 activator	GPR151 ag	MITF primary
CC(=O)c1cc([C@@H]2C[C@H]3CN(C4Cc5ccccc5C4)C(=O)[C@]34CCCN24)cs1	0	0.0	0.4	7
OCCC1CN(Cc2ccccc2Cl)CCN1C1CCCCC1 (centres undefined)	-10	0.0	-1.1	-10
Cc1c(NC(=O)c2cccc(Cl)c2Cl)cccc1-c1nc2ccccc2s1	1	0.1	0.4	9
COc1ccc(C(=O)NCc2nnc(SCC(=O)N3N=C(c4cccs4)CC3c3ccc(F)cc3)n2-c2cc(C)ccc2C)cc1 (centres undefined)	2	-0.1	-0.3	-4
CCC(=O)Nc1nnc(SCc2cc(=O)c(OC(=O)c3ccc(C)c(C)c3)co2)s1	-10	-0.1	0.1	5
O=C(c1oc(=O)c2ccccc2c1-c1ccccc1)N1CCN(c2ccccc2)CC1	-5	0.1	-1.3	4
Cn1ccnc1SCc1cc(=O)c(OC(=O)c2ccccc2Cl)co1	1	-0.6	0.1	18
COc1ccc(N2CCN(CCn3c(=S)[nH]c4ncccc4c3=O)CC2)cc1	-6	1.5	-1.1	8
CCCCCn1c(SCC(=O)c2ccccc2)nc2cc(C(=O)NCC3CCCO3)ccc2c1=O (centres undefined)	-1	0.3	-1.3	18
CCN(CC)c1ccc(/C=N/NC(=O)Cn2c(-c3nonc3N)nc3ccccc32)c(O)c1	20	0.0	1.8	6
COc1ccc(C(=O)O/N=C(\N)c2ccc(Br)cc2)cc1	-1	0.1	1.9	24
CCN(CC)/C(=C(/C#N)C(=O)CCl)c1ccc(F)cc1	2	0.1	-0.6	14
Cc1cc(C)cc(N2C(=O)CSC2c2ccc3c(c2)OCO3)c1 (centres undefined)	4	0.4	0.4	9
Cc1cccc(NC(=O)CCNc2c(N3CCCC3)c(=O)c2=O)c1	1	0.0	0.8	10
C=CCNC(=S)Nc1ccc(F)cc1Cl	4	-0.1	1.0	-9
Cc1cc(=O)oc2cc(O)c(O)cc12	3&-16	-0.1&0.1	0.5&0.9	2&13
O=C(Nc1ccc(Br)cn1)c1ccc(-c2ccc(Cl)cc2)o1	4	0.0	0.0	-9
Cc1cc(C)cc(OCC(=O)Nc2sc3c(c2C#N)CCCC3)c1	0	0.0	-0.2	7
Cc1cc(NC(=O)COc2ccc3oc4c(c3c2)CCCC4)no1	-6	0.0	2.3	5
CCOC(=O)c1[nH]c(C)c(C(=O)NCCN(C)C)c1C	3	0.0	0.1	-2
CC(C)NC(=O)CCCCn1c(=O)c2ccccc2n(CC(=O)NC(C)CCc2ccccc2)c1=O (centres undefined)	-3	0.1	3.2	3
Cc1cccc(Oc2ccc(NC(=O)C(CC(C)C)N3C(=O)c4ccccc4C3=O)cc2)c1C (centres undefined)	1	-0.1	-0.7	8
Cc1cccc(C)c1NC(=O)NC1(C(=O)N2CCCC2)CCCCC1	-12	-0.2	1.4	-3
O=C(Nc1ccccc1[N+](=O)[O-])C1C2CCCC1C2c1ccccc1 (centres undefined)	-5	-0.8	-0.1	5
O=C1CC(c2ccccc2)CC2=C1C(c1cc3c(cc1Br)OCO3)Nc1ccccc1N2 (centres undefined)	9	0.1	1.9	-16
CCn1c2c(c3cc(C(C)(C)C)ccc31)CCCC2=O	-4	0.0	-0.5	-4
CCCCc1cc2c(=O)c(-c3ccccn3)coc2cc1O	-57	0.1	1.3	-12
CCc1cccc(C)c1NC(=O)c1ccccc1	-2	0.0	0.1	4
COc1ccccc1CNC(=O)C1CC(=O)N(C2CCCC2)C1 (centres undefined)	-2	0.0	-1.0	-2
Cc1ccc2nc(-c3ccc(Nc4nc(=S)[nH]c5ccccc45)cc3)sc2c1	23	-0.3	0.3	1
CCSc1nnc2c(n1)OC(c1cc3c(cc1Br)OCO3)N(C(=O)CC)c1ccccc1-2 (centres undefined)	4	0.0	1.5	-8
COc1cc(/C=N/N=C2\NC(=O)C(CC(=O)O)S2)cc(Cl)c1OC (centres undefined)	4	-0.2	0.3	46
CC(C)Cc1nnc2sc(NC(=O)c3ccccc3)nn12	-10	0.1	0.8	-6
O=C(C(c1ccccc1)c1ccccc1)N1CCCC(N2CCOCC2)C1 (centres undefined)	-4	0.4	0.5	23
O=C(CSc1nnc(NC(=O)Cc2ccc(F)cc2)s1)NCc1ccccc1	-4	-0.2	-0.8	-6
COCCCn1c(C)cc(C(=O)CN2C(=O)C(=O)N(Cc3ccccc3)C2=O)c1C	6	0.1	-0.1	11
N/C(Cc1ccc([N+](=O)[O-])cc1)=N\OC(=O)COc1cccc2ccccc12	0	-0.1	0.1	-8
CC1CCN(C(=O)/C=C/c2ccc(F)cc2)CC1	-64	0.5	-1.6	16
Cc1c(C(C)NC(=O)c2ccnn2C)cnn1-c1cccc2ccccc12 (centres undefined)	29	-0.2	-0.4	6
COc1ccc(S(=O)(=O)N(CC(=O)NC(C)c2ccccc2)Cc2ccccc2)cc1 (centres undefined)	12	-0.2	1.3	11
O=C(CN1CCN(Cc2ccc(Cl)cc2)C1=O)NCC1CCCO1 (centres undefined)	1	0.0	-0.3	-7
Cc1cc(OCC(=O)Nc2ccc(C(=O)OC3CCCCC3)cc2)cc(C)c1Cl	1	0.0	0.9	11
COCCNC(=O)c1ccc(/C=C2/Oc3ccccc3N(Cc3cccc(C)c3)C2=O)cc1	-1	0.0	-0.9	-3
